GCN5L2 inh: qHTS Assay for Inhibitors of GCN5L2; Histone acetyltransferase KAT2A (Homo sapiens), Q92830; GCN5L2 HAT assay, ThioGlo1 CoA-SH fluorescence; Potency, µM (top dose mostly 58.9 µM), for inactives: at the highest dose activity change, negative = inhibition, hits mostly inhibitors; 0.21% of 390,000 active; AID 504327, 2011
Target sequence (Q92830 whole entry, looked up): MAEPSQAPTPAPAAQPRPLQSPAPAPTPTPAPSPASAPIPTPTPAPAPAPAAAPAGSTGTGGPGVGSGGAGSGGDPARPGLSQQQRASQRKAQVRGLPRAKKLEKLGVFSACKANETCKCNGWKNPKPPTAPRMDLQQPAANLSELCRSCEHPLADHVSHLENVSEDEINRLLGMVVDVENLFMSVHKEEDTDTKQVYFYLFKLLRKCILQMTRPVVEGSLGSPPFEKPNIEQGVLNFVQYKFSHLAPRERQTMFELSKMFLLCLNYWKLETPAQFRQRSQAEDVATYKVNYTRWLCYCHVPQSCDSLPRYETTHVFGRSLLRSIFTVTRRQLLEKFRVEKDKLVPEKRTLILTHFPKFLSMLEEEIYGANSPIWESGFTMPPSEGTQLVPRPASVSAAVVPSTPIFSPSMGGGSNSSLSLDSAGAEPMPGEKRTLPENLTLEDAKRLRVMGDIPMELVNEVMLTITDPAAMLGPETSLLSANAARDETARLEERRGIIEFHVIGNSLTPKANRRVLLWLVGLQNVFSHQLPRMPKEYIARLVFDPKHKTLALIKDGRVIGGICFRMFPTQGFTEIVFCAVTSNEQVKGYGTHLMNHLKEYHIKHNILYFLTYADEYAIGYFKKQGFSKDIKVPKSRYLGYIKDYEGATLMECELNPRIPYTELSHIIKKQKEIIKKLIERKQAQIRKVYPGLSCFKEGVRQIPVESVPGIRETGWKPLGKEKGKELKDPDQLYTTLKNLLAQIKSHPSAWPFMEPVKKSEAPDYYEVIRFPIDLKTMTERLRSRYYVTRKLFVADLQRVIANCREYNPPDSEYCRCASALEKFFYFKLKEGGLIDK
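Titration-based screen in which CoA formation is detected via maleimide probe ThioGlo1 (50uM) turning fluorescent on thiol reaction; substrates H3(1-25) 75uM and acetyl-CoA 70uM, GCN5L2 20nM, 20 min incubation at room temperature.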
DT40 TDP1 no CPT: qHTS for Inhibitors of human tyrosyl-DNA phosphodiesterase 1 (TDP1): qHTS in cells in absence of CPT. DT40 Tdp1-/- hTDP1 cells, no CPT, ATP luminescence, 48 h. Potency, µM (series often up to 46.2 µM), inactives show top-dose activity change, negative = growth inhibition, most hits filed as inhibitors. 15% of 420,000 active; also: nearly all actives have a fitted effect of over 55% in size
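Growth of hTDP1-complemented DT40 Tdp1-knockout cells is measured by ATP luminescence after at least 48 hr compound exposure at 37 °C, with DMSO substituting for the 20 nM CPT used in the parallel screen.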
DT40 TDP1 CPT: qHTS for Inhibitors of human tyrosyl-DNA phosphodiesterase 1 (TDP1): qHTS in cells in presence of CPT. chicken DT40 Tdp1-/-;hTDP1 cells + 20 nM CPT, ATP luminescence, 48 h. Potency, µM (top dose mostly 46.2 µM), without a hit: at the highest dose activity change, negative = growth inhibition, actives largely listed as inhibitors. 12% of 420,000 active. AID 686979, 2013; also: nearly all actives have a fitted effect of over 55% in size
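Cell growth measured by CellTiter-Glo luminescence after a minimum 48 h, 37 C compound exposure with 20 nM CPT in Tdp1-knockout DT40 cells stably expressing hTDP1, seeded 400/well; qHTS titration format.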
Starred values were filed as active, the others as inactive; ? = inconclusive; · = not tested or not shown; & = joins results of further samples; ! = not confirmed by another sample; [ ] = dose if it differs, or a comment. Calls follow the shape of the dose curve; as a rule, active = well fitted curve in the direction sought with a large enough effect; inconclusive = small, poorly fitted or top-dose-only effect, or another doubt; inactive = no such curve, though single readings can be large; an effect the other way counts as inactive or inconclusive. % is scaled to controls: 0 for no effect and ±100 for the full control effect; potency is read from the fitted curve at half-maximal effect.

SMILES	GCN5L2 inh	DT40 TDP1 no CPT	DT40 TDP1 CPT
N#Cc1ccccc1OCC(=O)NNC(=O)CNC(=O)c1cccc(Br)c1	-4%	2%	-7%
O=C(Cc1ccc(NC(=O)C2CCCN(C(=O)C3CC3)C2)cc1)Nc1cccc(C(=O)N2CCCCC2)c1 (stereo not given)	·	-15%	-16%
CCOc1cccc(C2/C(=C(/O)c3ccc4c(c3)CC(C)O4)C(=O)C(=O)N2Cc2cccnc2)c1 (stereo not given)	-11%	20%	-5%
CC1CCN(c2nnc(-c3cccs3)c3ccccc23)CC1	-7%	?	26µM*
CC1C(=O)N2CCCc3cc(S(=O)(=O)Nc4ccc(Br)cc4F)cc1c32 (stereo not given)	-11%	-39%	?
CCOC(=O)c1ccc(NC(=O)Nc2ccc(Cl)cn2)cc1	-2%	-18%	-17%
N#C/C(=C\c1cn(CCOc2ccccc2)c2ccccc12)C(=O)NCC1CCCO1 (stereo not given)	-12%	?	?
CCN1CCC[C@H]1CNCCCn1cnc2c(SC)ncnc21	·	-4%	2%
CCCCOc1ccc(C(=O)NCC(=O)NCCOc2ccccc2)cc1	-10%	-25%	1%
COc1ccccc1-n1c(C)nc2cc(C(=O)O)ccc21	-4%	4%	-3%
CCc1noc(C)c1C(=O)N1CCSC1=Nc1cccc(Cl)c1C	-11%	23µM*	?
OCCN=C(c1ccccc1)C12CN3CN(CN(C3)C1)C2	2%	-18%	-23%

The final two entries of the section above open the next one.
SMILES	GCN5L2 inh	DT40 TDP1 no CPT	DT40 TDP1 CPT
CCc1noc(C)c1C(=O)N1CCSC1=Nc1cccc(Cl)c1C	-11%	23µM*	?
OCCN=C(c1ccccc1)C12CN3CN(CN(C3)C1)C2	2%	-18%	-23%
COCCNC(=O)C(=O)N/N=C(\C)CC(=O)Nc1cccc(C(F)(F)F)c1	0%	0%	11%
Nc1ccc2c(c1)C(=O)N(c1ccc3ccccc3c1)C2=O	·	-18%	1%
Cc1ccc(C)c(NCC(=O)c2ccc(Cl)cc2)c1	-7%	?	?
C#CCOCCOCCOCCNc1nc(N2CCN(C(=O)CCCCCCCCCCNC(=O)Cn3cc(C[C@@H](C)O)nn3)CC2)nc(N2CCN(C(=O)CCCCCCCCCCNC(=O)[C@@H](CCC(=O)O)n3cc(CCCCCN)nn3)CC2)n1	-4%	-29%	?
CCN(CC)C(=O)Cn1cc(SCC(=O)Nc2ccccc2F)c2ccccc21	-13%	26µM*	?
Cn1c(=O)c2c(nc(Oc3ccccc3N)n2C)n(C)c1=O	-2%	?	-29%
COc1ccc(CC(NC(C)=O)C(=O)NC2CCN(C(=O)C3CCCCC3)CC2)c(OC)c1 (stereo not given)	-5%	4%	2%
O=C(CSc1nc2ccccc2s1)N1CCN(C(=O)c2ccco2)CC1	-31%	?	-28%
Cc1ccc(C(=O)Nc2ccc3c(c2)OCO3)cc1S(=O)(=O)N1CCCC1	-15%	7.3µM*	?
C#CCN1C(C)=C(C(=O)OC)C(c2cccc([N+](=O)[O-])c2)C(C(=O)OCC)=C1C (stereo not given)	-21%&-17%	?	6%
COc1ccc(C(=O)N2CCN(S(=O)(=O)c3ccc(Cl)cc3)CC2)cc1S(=O)(=O)N1CCOCC1	·	?	3%
CCOc1ccccc1CNC(=O)CCc1cn(Cc2ccc(Cl)cc2)c2ccccc12	0%	16µM*	18µM*
O=C(Nc1ccc(Br)cc1)c1cnc[nH]1	1%	3%	0%
CCOc1ccc2nc(N3CCC(C(=O)NC4CCCCC4)CC3)sc2c1	0%	?	?
CC(=O)c1sc(NC(=O)c2ccc3c(c2)OCO3)nc1C	-1%	6%	-21%
COc1cc(C(=O)NCc2nnc(SCC(=O)N3CCCCCC3)o2)cc(OC)c1OC	3%	1%	-5%
COCCn1c(=O)c2c(nc3n2CC(C)CN3Cc2ccccc2)n(C)c1=O (stereo not given)	-1%	12%	-20%
COc1ccc(Cl)cc1NC(=O)CN(C)C(=O)c1ccc2n[nH]nc2c1	1%	?	2%
Cc1nc(N2CCCC2)ncc1C(=O)NCc1ccc(F)cc1	17%	3%	1%
Cc1onc(-c2ccccc2Cl)c1C(=O)Nc1sc2c(c1C(N)=O)CCC(C)C2 (stereo not given)	-8%	-30%	7%
CC1CCN(c2c(NCC3CCC(C(=O)NCc4ccc(F)cc4)CC3)c(=O)c2=O)CC1 (stereo not given)	-5%	1%	-7%
COc1cc(C)ccc1OCC(=O)Nc1ccc2c(c1)OCO2	1%	?	?
CCOC(=O)CSc1nc(-c2ccccc2)nc2ccccc12	-30%	?	-6%
CCOC(=O)C1=C(C)Nc2nc(C)nn2C1c1cc(OC)ccc1OC (stereo not given)	1%	2%	6%

Part of the list above in order of heavy-atom count, high to low:
SMILES	GCN5L2 inh	DT40 TDP1 no CPT	DT40 TDP1 CPT
COc1ccc(C(=O)N2CCN(S(=O)(=O)c3ccc(Cl)cc3)CC2)cc1S(=O)(=O)N1CCOCC1	·	?	3%
CC1CCN(c2c(NCC3CCC(C(=O)NCc4ccc(F)cc4)CC3)c(=O)c2=O)CC1 (stereo not given)	-5%	1%	-7%
C#CCN1C(C)=C(C(=O)OC)C(c2cccc([N+](=O)[O-])c2)C(C(=O)OCC)=C1C (stereo not given)	-21%&-17%	?	6%
COCCn1c(=O)c2c(nc3n2CC(C)CN3Cc2ccccc2)n(C)c1=O (stereo not given)	-1%	12%	-20%
CCOc1ccc2nc(N3CCC(C(=O)NC4CCCCC4)CC3)sc2c1	0%	?	?
COc1ccc(Cl)cc1NC(=O)CN(C)C(=O)c1ccc2n[nH]nc2c1	1%	?	2%
COc1cc(C)ccc1OCC(=O)Nc1ccc2c(c1)OCO2	1%	?	?
CC(=O)c1sc(NC(=O)c2ccc3c(c2)OCO3)nc1C	-1%	6%	-21%
O=C(Nc1ccc(Br)cc1)c1cnc[nH]1	1%	3%	0%

(listing goes on)
SMILES	GCN5L2 inh	DT40 TDP1 no CPT	DT40 TDP1 CPT
CC(NC(=O)OCc1ccccc1)c1ccccc1 (stereo not given)	·	-3%	12%
NC(=O)c1ccc(NC(=O)CN2C(=O)NC3(CCCCCCC3)C2=O)cc1	-6%	-7%	-15%
Cc1ccc(Cn2c(Cc3ccccc3)nc3ccccc32)cc1	-15%&2%	16µM*	18µM*!
Cn1c(CNc2nc(-c3ccccc3)cs2)nnc1SCC(=O)OC1CCCCC1	-2%	-21%	-12%
CCCCn1nnnc1NCc1cc(Cl)c(OC)c(OC)c1	-9%	-7%	-2%
O=C(Nc1ccccc1F)C1COc2ccccc2O1 (stereo not given)	-7%	7%	-19%
CN(C(=O)COC(=O)CCC(=O)c1ccc(F)cc1)C1CCCCC1	3%	-8%	-6%
CC(=O)NC(C)(c1ccccc1)c1nc(-c2csc3ccccc23)cs1 (stereo not given)	·	16µM*	21µM*
Cc1noc2ncnc(NCc3ccc(Cl)cc3)c12	-13%	16µM*	13µM*
CN(C)/C=c1\sc2c(C#N)cc(C(=O)c3ccc(Br)cc3)n2c1=O	0%	-5%	16%
O=C(O)CC/C=C\CC[C@H]1[C@@H](N2CCCCC2)[C@@H](O)C[C@@H]1OCc1ccc(-c2ccccc2)cc1	-6%	-2%	-1%
Cc1cc(NC(=O)CSc2nnc(-c3ccc(Cl)s3)o2)no1	3%	16µM*	?
CC1(C(=O)Nc2ccc3ccccc3c2)CCC(=O)N1CC(F)(F)F (stereo not given)	·	-8%	-19%
Cc1cc(C(=O)OCC(=O)Nc2cccc(S(=O)(=O)N3CCOCC3)c2)c(C)o1	0%	?	?
C=CC1=C(C(=O)O)N2C(=O)[C@@H](NC(=O)/C(=N/OCC(=O)O)c3csc(N)n3)[C@H]2SC1	·	-4%	-3%
CCCCCCCCCCCCN1[C@@H](CC(C)=O)c2cc(C(F)(F)F)ccc2S1(=O)=O	·	?	?
CC1(C)SC2c3ccccc3C(=O)N2[C@@H]1C(=O)NC1CCCC1 (stereo not given in full)	-4%	?	-2%
Cc1ccc(-c2cc(-c3ccccc3Cl)[nH]n2)c(O)c1	-4%	?	?
Cc1nnsc1C(=O)NC(=O)Nc1ccc(F)c(Cl)c1	5%	2%	3%
O=C(OCC(=O)N1CCCc2ccccc21)c1ccccc1NCCO	-2%	?	-23%
N/C(=N\OS(=O)(=O)c1ccccc1)c1ccccn1	-2%	?	?
CCOc1ccccc1C(=O)NCC(=O)NCCSc1ccc(Br)cc1	·	?	?
Cc1c(C(=O)N(Cc2ccccc2Cl)C2CCS(=O)(=O)C2)oc2ccccc12 (stereo not given)	?	?	?
O=c1cc(-c2ccc(O)c(O)c2)oc2cc(OC3OC(CO)C(O)C(O)C3O)cc(O)c12 (stereo not given)	·	-2%	5%
CC1C2CC(C(CN(C)C)/C2=N/O)C1(C)C (stereo not given)	-3%	8%	-6%
O=C(O)c1[nH]c2ccc(Cl)cc2c1CCN1C(=O)c2ccccc2C1=O	-7%	4%	14%
O=C(Nc1nc2ccsc2c(=O)s1)c1ccco1	8%	?	0%
COc1cccc(C(=O)c2c[nH]c(C(=O)NCc3cccs3)c2)c1	-4%	-22%	-2%
COc1ccc(-c2cc(C(=O)N3CCC3)c3ccccc3n2)cc1OC	-9%	-5%	-7%
Cn1c(Cc2ccc(Cl)cc2)nnc1SCC(=O)NC1CC1	-18%	1%	2%
Cc1nc2ccccn2c1CN(C)C(=O)C1CCC(=O)N(Cc2cccc(F)c2)C1 (stereo not given)	-27%	0%	-6%
COCCN1C(=O)CCC1(C)c1nnnn1-c1c(C)cccc1C (stereo not given)	·	-17%	-6%
Cc1ccc(C)c(NC(=O)CN(C)C(=O)c2cc3ccccc3oc2=O)c1	-7%	3%	3%
COc1ccc(C(=O)c2sc(Nc3ccccc3)nc2C)cc1	-21%	?	?
O=C(CSc1nc(-c2cccs2)cc(C(F)(F)F)n1)NCCCN1CCOCC1	-7%	-9%	2%
CCC(c1nnnn1-c1ccc2c(c1)OCCO2)N1CCN(c2ccc(OC)cc2)CC1 (stereo not given)	·	?	21µM*
CC(=O)Nc1cccc(C(=O)N2CCC(n3nccc3NC(=O)CC(C)C)CC2)c1	-4%	10%	1%
O=C(CN1C(=O)S/C(=C\c2ccc(F)cc2)C1=O)Nc1cccc(S(=O)(=O)NCc2ccco2)c1	-1%	?	?
CCc1oc(C(=O)OC)cc1CSC(=N)N	-7%	?	?
COc1ccc(CNc2ncnc3c2nc2n3CCCC2)cc1	-5%	-18%	?
CC(NC(=O)c1cc([N+](=O)[O-])cc([N+](=O)[O-])c1)c1ccc(-n2ccnc2)cc1 (stereo not given)	0%	?	8%
Cc1ccc(C)c(NC(=O)Cn2c(=O)n(CCC(=O)NCc3ccc4c(c3)OCO4)c(=O)c3ccccc32)c1	-3%	-14%	-17%
C[C@H](CO)N1C[C@H](C)[C@H](CN(C)C(=O)c2ccccc2)OCc2ccccc2-c2c(n(C)c3ccccc23)C1=O	·	?	?
Cc1nc2nc[nH]n2c(=O)c1NS(=O)(=O)c1ccc(Br)cc1	-2%	-10%	6%
CCOc1ccccc1C1C(C(N)=O)=C(C)Nc2nc(-c3ccc(OC)cc3)nn21 (stereo not given)	25%	-7%	6%
Cc1ccc(CN2CCN(/N=C/c3ccc(C(=O)O)cc3)CC2)cc1	40%[activator]	-14%	-16%
COc1ccc(-c2cn(-c3ccc(C)cc3C)c(=O)[nH]2)cc1OC	0%	?	15µM*
CCOC(=O)c1cc(-c2csc(-c3ccc(C(C)(C)C)cc3)n2)on1	?	?	-30%
O=C(O)CCCC(=O)N1CCOCCOCCOCCOCC1	3%	8%	8%
O=C(O)c1ccc(C(=O)Nc2cccc(NC(=O)C3CCCO3)c2)cc1 (stereo not given)	-4%[0.501 µM]	0%	?
CCOc1ccc(CCN2C(=O)C(=O)N([C@@H](CC(C)C)CN3CCC[C@H]3CN3C(=O)C(=O)NC[C@@H]3CC(C)C)C[C@@H]2CC(C)C)cc1	·	?	?
O=C(COc1ccc2ccccc2c1)NC1=NCCS1	-3%	-28%	?
COc1ccc(OC)c(S(=O)(=O)N2CCCC(C(=O)NCc3ccccn3)C2)c1 (stereo not given)	-6%	-7%	-22%
COC(=O)[C@@]12C[C@@H](CC(=O)N3CCCCC3)C(=O)N(CCc3ccc(OC)c(OC)c3)C1=CCC(C)(C)C2	·	?	?
CCC(c1nc2ccccc2c(=O)n1-c1nc2ccccc2s1)N1C(=O)c2ccccc2C1=O (stereo not given)	-13%	-25%	-15%
[O-][n+]1ccccc1SSc1cccc[n+]1[O-]	14µM*	0.12µM*	0.11µM*

2 compounds from above, reduced to DT40 TDP1 CPT and DT40 TDP1 no CPT.
structure | DT40 TDP1 CPT | DT40 TDP1 no CPT
N#Cc1ccccc1OCC(=O)NNC(=O)CNC(=O)c1cccc(Br)c1 | -7% | 2%
CC1CCN(c2nnc(-c3cccs3)c3ccccc23)CC1 | 26µM* | ?

High-throughput results as filed in PubChem.

Outcome played no part in choosing rows. About 18% of those tested had a hit in this group.
